Bioassay records (PubChem)
E-selectin induc = induces E-selectin expression in human endothelial cells. P16581. HUVEC E-selectin immunofluorescence imaging; normalized: neutral wells 0, TNF-alpha wells 100. activation, % at 7.58 µM. hit rate 0.37% among 260,000. AID 686992;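 active = mean E-selectin-positive cell signal at least 10% of the positive control, reached in at least 60% of replicates, without over 20% cell loss; inconclusive = no rule given, readout overlaps actives, possibly toxicity-flagged; inactive = the rest, including those meeting only one limit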;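 also: in these data hits start at about 27%; measured in HUVEC primary endothelial cells; signal is the percent of cells scored E-selectin positive by PE staining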
Target sequence (P16581 whole entry, looked up): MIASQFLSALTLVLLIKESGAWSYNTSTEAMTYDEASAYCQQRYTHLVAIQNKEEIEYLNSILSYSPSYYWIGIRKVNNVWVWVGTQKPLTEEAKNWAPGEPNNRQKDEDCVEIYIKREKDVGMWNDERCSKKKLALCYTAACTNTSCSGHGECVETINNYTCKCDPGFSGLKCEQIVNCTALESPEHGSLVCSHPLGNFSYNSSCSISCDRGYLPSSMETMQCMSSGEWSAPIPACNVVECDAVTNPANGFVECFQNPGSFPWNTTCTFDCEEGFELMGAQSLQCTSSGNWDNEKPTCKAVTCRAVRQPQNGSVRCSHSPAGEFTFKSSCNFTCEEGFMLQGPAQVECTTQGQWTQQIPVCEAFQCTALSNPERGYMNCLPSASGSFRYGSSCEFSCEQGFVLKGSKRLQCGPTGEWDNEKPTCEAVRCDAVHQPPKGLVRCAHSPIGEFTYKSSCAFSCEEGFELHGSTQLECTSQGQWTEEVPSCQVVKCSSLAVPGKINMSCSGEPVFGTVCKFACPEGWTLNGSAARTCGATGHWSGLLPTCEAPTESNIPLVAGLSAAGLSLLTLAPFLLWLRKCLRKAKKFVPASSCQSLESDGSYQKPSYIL
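material = human umbilical vein endothelial cells (HUVEC), E-selectin induction | quantity = 3,000 cells/well | medium = EGM-2 growth medium on 0.1% gelatin-coated wells | technique = immunofluorescence imaging | read-out basis = % PE-positive cells | control set = TNF-alpha positive control, DMSO neutral control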
DENV2 CPE = inhibitors of DENV2 cytopathic effect. DENV2-infected cells, cytopathic effect rescue, plate reader. CPE inhibition, % at 9.99 µM. hit rate 1.7% among 350,000. AID 651640; in the data active = CPE inhibition above about 20%, passing the limit was not always enough; inconclusive = no clear call, values can overlap the other calls; tested in BHK-21 cells;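 also: 0% = median of neutral control wells and 100% = median of positive control wells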
PglD DTNB = inhibitors of Campylobacter jejuni PglD acetyltransferase | inhibition, % at 12.5 µM | hit rate 0.098% among 360,000 | purified PglD enzyme, DTNB colorimetric CoA detection; in the data active = inhibition above about 16%, passing the limit was not always enough; inconclusive = no clear call, values can overlap the other calls; also: strong numbers were not always called active
S100A4 inh HTS = inhibitors of human S100A4 binding to myosin IIA peptide; P26447; S100A4/TAMRA-MyoIIA peptide fluorescence polarization; inhibition, % at 10.7 µM; hit rate 0.14% among 360,000; AID 652163;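 active = mean inhibition of at least 70% across replicates, with every replicate also reaching that level; inconclusive = mean inhibition reaches 70% but some replicates fall short; inactive = mean inhibition below 70%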
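Test system – S100A4 monomer (human) · Compound – single-point compound testing · Schedule – 5 min incubation before reading · Probe or stimulus – TAMRA-labelled myosin IIA heavy-chain peptide probe, 5 nM · Benchmarks – neutral control DMSO, positive control TFP · Medium – Calcium-containing HEPES buffer, pH 7.2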
SIRT5 block = sirtuin-5 (human) deacylase inhibition | Q9NXA8 | Purified SirT5, succinyl-peptide AMC, trypsin-coupled fluorescence | inhibition, % at 15 µM | hit rate 1.1% among 330,000 | AID 652115; in the data active = inhibition above about 15%; inconclusive = no clear call, values can overlap the other calls
Statin myotox sup = protects C2C12 myotubes from simvastatin toxicity; ATP luminescence, 48 h; scaled: DMSO 0, geranylgeraniol control 100; rescue of ATP level, % at 7.49 µM; hit rate 0.78% among 330,000;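 active = mean ATP rescue above about 67%, or every replicate alone reaching that limit, limit read from the data, passing the limit was not always enough; inconclusive = no clear call, values can overlap the other calls; inactive = mean under the limit and some replicate under it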;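 also: myotubes were challenged with 10 µM simvastatin during compound exposure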
ERp5 block = blocks human ERp5 reductase activity on insulin | Q15084 | ERp5 insulin aggregation, absorbance 650 nm, 90 min | inhibition, % at 9.99 µM | hit rate 0.05% among 350,000 | AID 651711;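 active = mean replicate inhibition above about 25%, with every replicate also reaching it, limit read from the data, passing the limit was not always enough; inconclusive = only one of those two criteria met; inactive = neither criterion met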
Target sequence (Q15084 whole entry, looked up): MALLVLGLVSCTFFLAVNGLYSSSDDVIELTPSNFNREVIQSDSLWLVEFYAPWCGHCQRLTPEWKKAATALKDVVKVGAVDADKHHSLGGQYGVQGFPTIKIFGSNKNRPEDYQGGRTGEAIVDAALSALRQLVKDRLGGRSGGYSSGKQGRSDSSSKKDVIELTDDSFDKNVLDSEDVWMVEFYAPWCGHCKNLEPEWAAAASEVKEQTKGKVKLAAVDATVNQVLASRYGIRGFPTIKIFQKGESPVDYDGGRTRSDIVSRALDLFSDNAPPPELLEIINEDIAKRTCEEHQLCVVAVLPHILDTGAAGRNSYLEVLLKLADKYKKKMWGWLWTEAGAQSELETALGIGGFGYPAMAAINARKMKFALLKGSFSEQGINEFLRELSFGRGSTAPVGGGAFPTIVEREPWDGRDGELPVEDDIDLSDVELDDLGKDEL
An asterisk follows results filed as active; ? = inconclusive; . = not tested or not shown.

No.	canonical_smiles	PglD DTNB	S100A4 inh HTS	E-selectin induc	SIRT5 block	DENV2 CPE	Statin myotox sup	ERp5 block
1	CCOc1ccc(S(=O)(=O)N(CC)CC(=O)NCc2ccco2)cc1C	-2	-6	-0.2	-1	1	8	0
2	Cc1c(Br)c([N+](=O)[O-])nn1CC(=O)NCc1ccco1	3	0	0.9	-1	-14	.	7
3	CC(=O)Nc1ccc(-c2nnc(SCC(=O)n3c4c(c5ccccc53)CCCC4)n2C)cc1	-3	-4	.	-3	-7	.	8
4	COc1ccc(OCC(=O)NNC(=O)Nc2cccc(Cl)c2)cc1	-3	-2	0.4	-2	7	4	3
5	C[C@H]1CCCCO[C@@H](CN(C)S(=O)(=O)c2cn(C)cn2)[C@@H](C)CN([C@@H](C)CO)C(=O)c2cc(NC(=O)Nc3ccc(F)cc3)ccc2O1	-9	4	-0.2	5	-3	.	3
6	Nc1cnc(-c2ccccc2)nc1Cl	2	0	-0.1	1	-8	-6	3
7	CCOC(=O)c1c(O)c2cccc3c2n(c1=O)CC3	.	-5	-1.3	0	-3	.	-3
8	CCOc1ccccc1C(=O)OCC(=O)Nc1cc(Cl)ccc1Oc1ccccc1	.	0	.	-1	.	-1	3
9	C[C@H]1CN([C@@H](C)CO)C(=O)c2cccc(NS(C)(=O)=O)c2O[C@@H]1CN(C)C(=O)NC1CCCCC1	-4	-12	.	-15	?	-12	3
10	Cc1ccc(N=Nc2c(N)[nH]n3c(=O)cc(C)nc23)cc1	-11	1	.	.	-8	.	-2
11	CN1C(=O)c2cc(NC(=O)C3CC3)ccc2OC[C@H]2O[C@@H](CC(=O)NC3CCC3)CC[C@H]21	9	-2	0.0	2	6	-40	-2
12	COc1ccc(CN(C)C[C@H]2Oc3ccc(NC(=O)NC4CCCCC4)cc3C(=O)N([C@H](C)CO)C[C@@H]2C)cc1	-1	2	.	-1	-1	-5	7
13	CN1c2ccc(-c3cccc(F)c3)cc2[C@H]2[C@H](CCN2C(=O)C2CCOCC2)[C@H]1CO	0	-2	0.2	-13	-14	16	-1
14	Cc1ccccc1CSc1nc(C(C)(C)C)cc(=O)[nH]1	.	-3	.	-1	6	.	1
15	O=C(c1cccnc1)N1CC[C@@H]2[C@H](CO)Nc3ccc(C#Cc4cccnc4)cc3[C@@H]21	4	-4	-0.6	-14	-10	-34	0
16	COc1ccc(-c2ccc3c(c2)C2CC3CCN2)cc1 (configuration not stated)	-1	-7	1.2	-3	1	0	-1
17	COCC(=O)Nc1ccc2c(c1)[C@H]1C[C@H](CC(=O)N[C@@H](C)c3ccccc3)O[C@@H](CO)[C@H]1O2	-1	3	0.2	13	12	-2	-4
18	COc1cccc(N(C(=O)c2snc(C(N)=O)c2N)C(C(=O)NCC2CCCO2)c2cccs2)c1 (configuration not stated)	3	3	-0.2	-9	2	-10	2
19	Cc1ccc(C(=O)Nc2ccc(N3CCOCC3)nc2N2CCOCC2)cc1	-2	-16	0.2	0	14	.	0
20	CCOc1ccc(CNc2cccc(SC)c2)cc1	.	0	5.4	10	2	.	-2
21	Oc1ccc(-c2cnns2)c(O)c1	.	-2	1.7	31*	13	.	5
22	CCC(=O)N1[C@@H](CO)[C@@H]2c3ccccc3N(C(=O)Nc3ccc(Cl)cc3)C[C@@H]21	-2	-2	-0.2	7	-8	-31	-2
23	CN(C)C(CNC(=O)CCNC(=O)c1ccccc1Cl)c1ccco1 (configuration not stated)	-5	7	.	11	8	11	9
24	Nc1nonc1-n1nnc(C(=O)N/N=C/c2ccncc2)c1CSc1ccccc1	11	2	.	-3	-5	-9	-2
25	COCC(=O)N1CC[C@@H]2[C@H]1c1cc(-c3cccc(F)c3)ccc1N(C)[C@@H]2CO	2	10	0.6	-7	-12	-12	0
26	CC(=O)N1[C@@H]2c3ccc(-c4ccc(F)cc4)c(=O)n3C[C@H]1[C@H](CO)[C@H]2C(=O)N(C)C	1	1	-0.4	-27	7	8	-1
27	O=C(c1cccc(F)c1)N1CCCCN2[C@H](CO)[C@H](c3ccc(-c4ccccc4)cc3)[C@@H]2C1	1	-1	-0.5	1	-12	.	1
28	COc1ccccc1-n1ccnc1SCC(=O)NC1CCCC1	.	-1	.	0	3	.	3
29	CCOc1cc(N2CCOCC2)c(OCC)cc1NC(=O)c1ccc(C)cc1	.	-5	0.5	-4	3	.	2
30	CCOc1ccc(C(C)=O)cc1CN1C(=O)NC(C)(C2CC2)C1=O (configuration not stated)	2	0	2.3	-14	.	-1	0
31	COC(=O)C1CCN(S(=O)(=O)CCNC(=O)c2ccc(F)cc2)CC1	6	0	.	10	1	.	4
32	COc1ccccc1CNC(=O)c1ccc(CNc2c(N3CCCC3)c(=O)c2=O)cc1	-2	1	1.3	2	6	1	0
33	CN(C(=O)COc1ncnc2sccc12)c1ccccc1	-6	2	0.4	1	6	3	-7
34	O=S(=O)(N[C@@H]1CC[C@@H](CCn2cc(C3(O)CCCC3)nn2)O[C@H]1CO)c1ccc(Cl)cc1	-1	13	-0.3	-1	7	31	-3
35	CC(=O)Nc1nnc(/C=C/c2cccc([N+](=O)[O-])c2)s1	-5	-3	.	-2	5	9	1
36	CC(=O)N(c1nc(CCl)cs1)c1c(C)cc(C)cc1C	.	2	.	0	.	.	1
37	C[C@H](CO)N1C[C@H](C)[C@H](CN(C)Cc2ccc(Cl)c(Cl)c2)Oc2ccc(NC(=O)Nc3cccc4ccccc34)cc2CC1=O	-2	0	0.1	1	-6	9	-3
38	COc1ccc(-c2cn(CC[C@@H]3CC[C@H](NC(=O)CCN4CCCCC4)[C@@H](CO)O3)nn2)cc1	-9	0	0.3	1	-5	3	-3
39	CCC(=O)n1nc(-c2ccc(Cl)cc2)nc1N	.	-4	0.3	-4	-3	.	-1
40	Cc1ccc(OCC(=O)Nc2c3c(nn2C(C)(C)C)CS(=O)(=O)C3)cc1	5	-5	-0.2	3	-6	5	-4
41	c1ccc(-c2cn(-c3ccccc3)c3ncnc(NCCCN4CCOCC4)c23)cc1	.	4	-1.8	.	1	.	0
42	COc1ccc(NC(=O)CSc2nnc(NC(=O)c3ccccc3C(=O)O)s2)cc1	-7	-7	-0.7	3	5	7	1
43	O=C(CCCN1C(=O)c2ccccc2C1=O)NCCC1=CCCCC1	.	4	.	-2	4	8	2
44	CCCCN1C=CC(=C2C(=O)c3ccccc3C2=O)C=C1	-12	-6	.	-4	.	-92	2
45	Cc1ccc(S(=O)(=O)Nc2ccc3c(c2)C(=O)N([C@@H](C)CO)C[C@H](C)[C@@H](CN(C)C)OCCCC[C@H](C)O3)cc1	5	-9	-0.2	-1	5	-20	2
46	COc1cc2c(cc1OC)-c1cc(Nc3ccc(C(=O)O)cc3)nc(=O)n1CC2	-11	0	-0.2	14	5	-13	0
47	CCOc1ccc(C(=O)OCC(=O)N2CCCC2)cc1	0	0	.	1	6	6	2
48	Cc1ccc(S(=O)(=O)N(C)C[C@H]2OCCCC[C@@H](C)Oc3ccc(NC(=O)Nc4c(C)noc4C)cc3C(=O)N([C@@H](C)CO)C[C@@H]2C)cc1	-4	9	.	6	20	.	17
49	Cn1c2ccccc2c(=O)c2cc(NCCCN3CCOCC3)ccc21	0	-3	0.0	-35	-6	-14	-1
50	O=C(O)c1ccc(N2C(=O)CC(N3CCN(c4cccc(C(F)(F)F)c4)CC3)C2=O)cc1 (configuration not stated)	7	31	-1.7	-1	6	-3	0
51	CCNC(=O)[C@@H]1[C@@H](CO)[C@@H]2Cn3c(cccc3=O)[C@@H]2N1Cc1ccccc1Cl	-3	-7	-0.3	4	-6	-7	3
52	CC(C)[C@H](NC(=O)c1ccco1)C(=O)OCC(=O)N1CC(=O)Nc2ccccc21	.	0	.	-5	4	.	-4
53	O=C(Nc1ccccc1)[C@@H]1[C@@H](CO)[C@@H]2Cn3c(cccc3=O)[C@H]1N2C(=O)c1ccc(F)cc1	0	3	-0.1	-2	4	-3	-4
54	CC(=O)Nc1cccc(Nc2ccc(C#N)cc2)c1	1	2	-0.2	.	-6	2	-1
55	O=C(Nc1ccccc1C(=O)O)c1ccc2c(c1)C(=O)N(c1cccc([N+](=O)[O-])c1)C2=O	5	-5	-0.1	18*	-3	-13	2
56	CCOC(=O)[C@]12CCC=C1N(Cc1ccc(Cl)cc1Cl)C(=O)[C@H](CC(=O)NCc1ccc(OC)c(OC)c1)C2	.	18	0.0	0	5	.	2
57	O=C(C[C@@H]1CC[C@@H](NC(=O)C2CC2)[C@@H](CO)O1)Nc1ccccc1	-2	2	0.4	5	-3	2	-6
58	CC(=O)N1[C@@H](CO)[C@@H](c2ccccc2)C12CN(C(=O)c1cnccn1)C2	.	-1	-0.1	1	-5	.	8
59	CC(=O)NC(CC(=O)NNC(=O)C(C)Oc1ccccc1F)c1ccccc1 (configuration not stated)	.	-18	.	-5	?	.	9
60	CC1(C(=O)Nc2ccc(Cl)c(Cl)c2)CCN1C(=O)CC1CCCC1 (configuration not stated)	3	-11	0.1	-11	2	-12	5

An excerpt from above in order of their number in PglD DTNB, lowest first:
No. | mol | PglD DTNB
44 | CCCCN1C=CC(=C2C(=O)c3ccccc3C2=O)C=C1 | -12
57 | O=C(C[C@@H]1CC[C@@H](NC(=O)C2CC2)[C@@H](CO)O1)Nc1ccccc1 | -2
47 | CCOc1ccc(C(=O)OCC(=O)N2CCCC2)cc1 | 0

Other results follow:
No.	canonical_smiles	PglD DTNB	S100A4 inh HTS	E-selectin induc	SIRT5 block	DENV2 CPE	Statin myotox sup	ERp5 block
61	O=C(c1snnc1-c1ccccc1)N1CCOCC1	.	-4	.	-3	0	.	-1
62	CC(C)(C)OC(=O)N[C@@H](Cc1ccccc1)C(=O)N1CCC(C(=O)N[C@@H](Cc2c[nH]c3ccccc23)C(=O)O)CC1	-1	1	.	-2	-8	2	6
63	CC(=O)NC(c1cccc(F)c1)c1nc(-c2csc3ccccc23)cs1 (configuration not stated)	3	0	0.7	-2	4	34	7
64	CCCCC[C@@H]1CCCCC[C@H](O)C[C@H](O)[C@@H](O)/C=C/C(=O)O1	.	-3	-0.1	.	-4	.	-3
65	CS(=O)(=O)Nc1cccc(NC(=O)c2cccc3c(-c4cccc(C(N)=O)c4)coc23)c1	-3	0	0.7	-4	10	0	0
66	CN(C)C(=O)[C@H]1[C@H](CO)[C@H]2Cn3c(ccc(-c4ccncc4)c3=O)[C@@H]1N2CC1CC1	-1	-24	-0.1	-7	0	14	6
67	COc1ccc(N(C)S(=O)(=O)c2c(C)noc2C)c(OC)c1	.	-3	.	-1	2	.	-2
68	COc1ccc(CNC(=O)COC(=O)c2cc3ccccc3cc2O)cc1OC	4	2	0.8	1	-6	0	-7
69	CC(=O)Nc1ccc(NC(=O)COC(=O)c2ccco2)cc1	.	16	.	-4	-7	.	-4
70	N#Cc1c(-c2ccncc2)c2c([nH]c1=O)-c1ccccc1OC2	.	-1	.	-16	13	.	4
71	CC(=O)NCC(=O)N1CCC(n2nccc2NC(=O)CCCc2ccccc2)CC1	-2	-3	0.0	-1	4	-4	5
72	CCCCC(O)(CCCC)C(=O)NNc1ccccc1	5	2	0.0	1	0	8	-6
73	COc1cc(SC)ccc1C(=O)NCCOc1ccc(Cl)cc1	.	0	1.5	-2	-2	.	5
74	O=C(NCCC(=O)N1CCCCC1)c1ccccc1Cl	2	-2	-0.2	-1	2	3	0
75	CC(C)NC(=O)Nc1ccc2c(c1)C(=O)N([C@@H](C)CO)C[C@H](C)[C@H](CN(C)S(=O)(=O)c1cccs1)OCCCC[C@@H](C)O2	-4	21	.	-5	5	.	9
76	CCOC(=O)C1=C(COC(=O)CCOc2cc(C)ccc2C)NC(=O)NC1C (configuration not stated)	-4	0	.	4	-11	-4	3

An excerpt, so the mix of outcomes need not match the whole.
